aGal spleen mod = alpha-galactosidase A (human) modulation | AID 2107 | Potency, µM (highest dose often 80 µM), for the others: at the highest dose activity change, negative = inhibition, most hits filed as inhibitors | human spleen homogenate, 4MU-alpha-Gal fluorescence, 40 min | hit rate 0.008% among 240,000;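 note: potency is the fitted concentration of half-maximal effect; 0% = enzyme with vehicle and -100% = no enzyme basal signal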
Target sequence (P06280 32-429 limits assumed): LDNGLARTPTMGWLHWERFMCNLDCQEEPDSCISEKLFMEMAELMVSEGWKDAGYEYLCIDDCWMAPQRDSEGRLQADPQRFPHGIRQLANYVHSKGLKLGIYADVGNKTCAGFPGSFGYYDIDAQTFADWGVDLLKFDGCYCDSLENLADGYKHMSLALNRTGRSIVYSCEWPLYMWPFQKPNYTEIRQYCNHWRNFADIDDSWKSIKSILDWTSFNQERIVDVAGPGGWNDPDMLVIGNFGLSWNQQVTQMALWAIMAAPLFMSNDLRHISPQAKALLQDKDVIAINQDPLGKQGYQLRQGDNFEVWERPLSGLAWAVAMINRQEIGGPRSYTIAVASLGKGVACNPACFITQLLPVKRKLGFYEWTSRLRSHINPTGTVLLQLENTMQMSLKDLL
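Inhibition or activation of alpha-galactosidase in human spleen homogenate is scored by 4-MU fluorescence after 40 min at 37C, pH 5.0, with 1 mM substrate. AC50s come from concentration-response fitted to the Hill equation.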
NPSR antagonist = blocks cAMP signaling of the human neuropeptide S receptor | Q6W5P4 | CHO-NPSR cells, cAMP TR-FRET, antagonist mode | Potency, µM (doses to about 38.3 µM), for the others: at the highest dose activity change, negative = inhibition, most hits filed as inhibitors | hit rate 1% among 220,000 | AID 1461; note: potency is the fitted concentration of half-maximal effect; % is set by controls: 0 for no effect and ±100 for the full control effect; nearly all actives have a fitted effect of over 50% in size; many of its hits are not listed in these tables
Target sequence (Q6W5P4 whole entry, looked up): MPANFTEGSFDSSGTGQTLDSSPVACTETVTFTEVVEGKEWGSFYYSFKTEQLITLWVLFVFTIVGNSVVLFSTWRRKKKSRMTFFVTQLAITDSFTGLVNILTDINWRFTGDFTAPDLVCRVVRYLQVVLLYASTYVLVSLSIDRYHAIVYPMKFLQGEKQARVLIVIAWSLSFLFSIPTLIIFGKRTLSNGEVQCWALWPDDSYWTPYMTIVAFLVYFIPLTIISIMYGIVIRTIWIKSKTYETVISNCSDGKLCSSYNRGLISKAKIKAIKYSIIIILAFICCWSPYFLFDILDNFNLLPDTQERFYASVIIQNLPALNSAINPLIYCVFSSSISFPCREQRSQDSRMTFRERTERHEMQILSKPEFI
CBFb-RUNX1 inh = inhibitors of human CBF-beta and RUNX1 interaction; 230,000 tested, under 10 active; Q01196+Q13951; AlphaScreen CBFb-His/RUNX1-biotin binding, biochemical; AID 1477; Potency, µM (titrated, usually from 59.8 µM), inactives show at the top dose activity, negative = inhibition, hits mostly inhibitors; note: % of control where 0% means no effect
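AlphaScreen proximity signal reports loss of binding between His-tagged CBF-beta and biotin-labelled RUNX1, each at 30 nM. Proteins are pre-associated for 20 minutes, compounds added for 15 minutes, then beads for 90 minutes, all at ambient temperature.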
KinaseGlo FLuc = blocks Kinase-Glo luciferase, a counter-screen artifact; Q27757; Kinase-Glo luciferase, ATP luminescence, 8 min; Potency, µM (top dose mostly 38.3 µM), inactives show at the top dose activity change, negative = inhibition, actives largely listed as inhibitors; hit rate 0.28% among 200,000; AID 1379; note: potency is the fitted concentration of half-maximal effect; % is set by controls: 0 for no effect and ±100 for the full control effect; nearly all actives have a fitted effect of over 60% in size
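Recombinant Kinase-Glo luciferase, 10 uM ATP (linear range), luciferin; imidazole pH 7.2 / KCl / MgCl2 / Tween / BSA buffer; 8 min RT; luminescence.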
IMPase Li inh = IMPase inhibition in cells with lithium potentiation | CHO-M1 cells, IP1 TR-FRET (IP-One), carbachol + lithium | Potency, µM (highest dose often 59.4 µM), for the others: at the highest dose activity, negative = IMPase inhibition, most hits filed as inhibitors | hit rate 0.35% among 210,000 | AID 1457;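 note: IP1 builds up when IMPase is blocked and the TR-FRET signal falls; potency is the fitted concentration of half-maximal effect; plate controls were basal vehicle for no effect and high inhibitor control for full effect; nearly all actives have a fitted effect of over 50% in size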
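CHO cells stably expressing M1 receptor (2000/well, cultured 16–30 h) treated 30 min at 37C with compound plus low lithium. Cytosolic IP1 by TR-FRET (665/620 ratio and 620 channel) after 10 min lysis; AC50 by Hill fit.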
Epigenetic derep = derepresses silenced GFP reporter in murine cells; Potency, µM (titrated, usually from 53.9 µM), without a hit: at the highest dose GFP activation, most hits filed as activators; hit rate 0.2% among 280,000; murine LDR cells, GFP reporter derepression, 30 h; AID 1865; note: potency is the fitted concentration of half-maximal effect; % of control where 0% means no effect; nearly all actives have a fitted effect of over 60% in size
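Murine LDR cells carrying a silenced, genomically integrated CMV-driven GFP reporter were exposed to compound for 30 hours at 37 C. After PBS washes, GFP-positive cells (20–120 um objects) were counted by laser-scanning microplate cytometry.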
LMNA splice mod = changes lamin A minigene splicing in HeLa cells. HeLa LMNA splicing GFP/RFP minigene ratio, 48 h. Potency, µM (highest dose often 46.1 µM), without a hit: at the highest dose ratio change, negative = inhibition, most hits filed as inhibitors. hit rate 0.01% among 200,000; active = well fitted inhibition curve with a large enough effect in the signal ratio, with a control signal flat, not every such curve was filed as active; inconclusive = small, poorly fitted or top-dose-only effect, or effect the other way, or a change in a side signal; the % refers to the signal ratio; note: potency is the fitted concentration of half-maximal effect; % is set by controls: 0 for no effect and ±100 for the full control effect
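S3 HeLa stable clones carrying a lamin A-EGFP splicing minigene plus DsRed2 were seeded at 600 cells/well in Opti-MEM with 2% FBS, pin-dosed and incubated 48 h at 37°C. Acumen cytometry (488 nm) gave the GFP/RFP total-intensity ratio.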
Numbers without * were called inactive; ? = inconclusive; . = not tested or not shown; & = joins results of further samples; [ ] = remark or other dose. Unless noted, calls come from the whole dose curve; as a rule, active = well fitted curve in the direction sought with a large enough effect; inconclusive = small, poorly fitted or top-dose-only effect, or another doubt; inactive = no such curve, though single readings can be large; an effect the other way counts as inactive or inconclusive.

The opening two entries (preview)
compound | LMNA splice mod | aGal spleen mod | Epigenetic derep | NPSR antagonist | CBFb-RUNX1 inh | IMPase Li inh | KinaseGlo FLuc
COc1cc(S(=O)(=O)N(C)C)ccc1Br | -9% | 2% | -1.5% | -2%[46.1 µM] | -2% | 34%[38.3 µM] | -4%
O=C(Nc1ccc(F)cc1F)c1ccc(-n2cccn2)nc1 | . | 7% | -1.1% | 10% | -12% | 17% | 0%

Results (from the top)
compound | LMNA splice mod | aGal spleen mod | Epigenetic derep | NPSR antagonist | CBFb-RUNX1 inh | IMPase Li inh | KinaseGlo FLuc
COc1cc(S(=O)(=O)N(C)C)ccc1Br | -9% | 2% | -1.5% | -2%[46.1 µM] | -2% | 34%[38.3 µM] | -4%
O=C(Nc1ccc(F)cc1F)c1ccc(-n2cccn2)nc1 | . | 7% | -1.1% | 10% | -12% | 17% | 0%
CC(NC(=O)NC1CCCCC1)C(c1cccs1)N1CCOCC1 (configuration not stated) | 5% | 4% | -1.0% | 0%[46.1 µM] | -2% | 9% | 1%
Cc1nnc(SCc2ccccc2Cl)n(N)c1=O | -2%[9.22 µM] | 0% | 3.1% | 23% | 4% | -1% | 4%
O=C(Oc1ccc([N+](=O)[O-])cc1)c1cccnc1 | 13% | -1% | 0.0% | 23% | -13% | -3% | 1%
C=CCn1c(COc2ccccc2)nnc1SCc1ccc(C#N)cc1 | ? | 0% | 1.9% | -14%[46.1 µM] | 5% | 9%[38.3 µM] | -3%
CC(CNC(=O)C1CCCCC1)NC(=O)C1CCCCC1 (configuration not stated) | 2% | -13% | -3.3% | 7%[46.1 µM] | 10% | 1%[38.3 µM] | 1%
CCCSCCCNC(=O)CC1Oc2ccccc2NC1=O (configuration not stated) | -7% | -5% | 0.8% | -7%[46.1 µM] | 5% | -11%[38.3 µM] | -1%
Cc1ccc(-c2noc(CCCOc3ccc(Cl)cc3Cl)n2)cc1 | 6% | -3% | -11% | -12%[46.1 µM] | 14% | -8%[38.3 µM] | -4%
CCOC(=O)CSc1nc2cc3c(cc2cc1C)OCO3 | ? | 2% | 0.0% | -7% | 4% | 11% | -1%
Cc1nn(CCOc2ccccc2)c(=O)n1-c1cccc(F)c1 | 0% | 14% | -2.2% | 1%[46.1 µM] | 2% | 0%[38.3 µM] | -1%
CCCN(C(=O)C(=O)Nc1ccc2nc3n(c(=O)c2c1)CCCCC3)c1ccc(OCC)cc1 | . | 3% | -1.8%&-5.1% | -1% | 4% | . | .
N#CCCn1cc(C(=O)Nc2ccc(C(=O)O)cc2)c(-c2cccs2)n1 | . | 2% | 1.1% | 14% | -13% | -2% | 0%
COC(=O)c1sc(C(C)(C)C)cc1CS(=O)(=O)c1ccc(Cl)cc1 | . | 1% | 6.6% | 32% | 8% | . | .
Cc1cccc(Sc2c(C=O)c3ccccc3n2C)c1 | 12% | -2% | 0.0% | ? | 16% | -2%[38.3 µM] | -4%
COc1ccc(C(=O)NCc2ccc3c(c2)cc(C)n3C)cc1OC | . | 0% | -4.2% | -1% | ? | -4% | 2%
O=C1CCCCCN1Sc1ccccc1 | 0% | -3% | -6.1% | 2%[46.1 µM] | 6% | . | .
COC(C[C@H]1O[C@@H]1[C@@H](O)[C@H](C)OCc1ccccc1)OC | . | 3% | -2.3% | 25% | 6% | . | .
CCOC(=O)C1CCN(CC(=O)Nc2c(C(=O)OC)[nH]c3ccccc23)CC1 | -11% | 11% | 0.7% | -8%[46.1 µM] | -2% | 18%[38.3 µM] | 2%
CCCCCCc1cc2cc(C(=O)NCc3ccccc3)c(=N)oc2cc1O | ? | 1% | -1.0% | -1%[46.1 µM] | 1% | ? | 1%
CS(=O)(=O)NCCCNc1ccc(Cl)cc1[N+](=O)[O-] | -9% | 3% | 0.0% | -13%[46.1 µM] | -11% | 0%[38.3 µM] | 3%
Cc1ccc(OCc2ccc(C(=O)N3CCOCC3)cc2)cc1C | 3% | -3% | 0.0% | -9%[46.1 µM] | -1% | 31%[38.3 µM] | -12%
CCSC1=C(C#N)C(c2ccc(C)s2)CC(=O)N1 (configuration not stated) | 3% | 5% | -0.2% | 20%[46.1 µM] | 6% | -30%[38.3 µM] | -11%
COc1ccc(-n2cnc3sc(-c4ccccc4)cc3c2=O)cc1 | 6% | 0% | -1.2% | -16%[46.1 µM] | -4% | -9%[38.3 µM] | 2%
NC(=S)NNc1cccc(Cl)c1 | 8% | -8% | 0.3% | -2%[46.1 µM] | 1% | 33%[activator][38.3 µM] | -4%
O=C(N/N=C/c1ccc2nccnc2c1)c1ccc(Br)cc1 | . | 1% | 3.1% | ? | 11% | . | .
CC(C)CN1CCN(Cc2cnc(-c3ccc(Cl)cc3)nc2)CC1CCO (configuration not stated) | ? | -11% | 4.2% | -9% | 1% | 15% | 1%
CCOc1ccc2[nH]c3c(=O)n(CCc4ccc(OC)cc4)cnc3c2c1 | -11%[46 µM] | 14% | 25µM* | 3% | 7% | . | .
CCn1cc(C(=O)O)c(=O)c2cc(S(=O)(=O)N(C)C)ccc21 | ? | -10% | -1.9% | 2%[46.1 µM] | ? | 5%[38.3 µM] | -2%
O=C(c1ccco1)N1CCC2(CC1)CN(Cc1cc(C(F)(F)F)cc(C(F)(F)F)c1)C2 | . | -2% | . | . | . | ? | 1%
O=C(/C=C/c1ccc2c(c1)OCO2)NCc1ccco1 | -1% | -4% | 0.3% | 2% | 2% | 1% | -2%
Cc1cccc2cc(C(c3nnnn3CC3CCCO3)N3CCCC4(CCCCC4)C3)c(=O)[nH]c12 (configuration not stated) | -8% | 1% | 0.0% | -24%[46.1 µM] | -2% | 6%[38.3 µM] | 2%
Cc1ccc(C2C(C=Nc3c(C)n(C)n(-c4ccccc4)c3=O)=C(c3ccccc3)Oc3ccccc32)cc1 (configuration not stated) | 1% | 2% | -0.9% | -17%[46.1 µM] | -25% | 5%[38.3 µM] | 5%
CC(C)Oc1ccc(C(=O)NC2(C(F)(F)F)NC(=O)N(CCCc3ccccc3)C2=O)cc1 (configuration not stated) | ? | -4% | -0.7% | -24% | 2% | 12% | 3%
COc1ccc(N/C=C/C(=O)c2ccc3c(c2)OCO3)cc1OC | 10% | -13% | -1.0% | -14% | -6% | 4% | -1%
CCN(CC)CCNCc1ccc(OCc2ccc(Cl)nc2)c(OC)c1 | -7% | -1% | -3.5% | 11% | 0% | 10% | -4%
C=CCn1c(COc2cccc(C)c2)nnc1SCC(=O)c1c[nH]c2c(CC)cccc12 | -3% | 3% | 1.1% | 2% | 1% | -4% | 1%
CCN1CCCC1Cn1cnc2c([nH]c3cc(OC)ccc32)c1=O (configuration not stated) | -4% | 3% | ? | -8%[46.1 µM] | 2% | 33%[activator][38.3 µM] | -5%
O=C1Nc2ccccc2C12OC1CCCCC1O2 (configuration not stated) | 16% | 7% | -3.3% | -5%[46.1 µM] | -2% | 2%[38.3 µM] | 2%
CCOC(=O)COc1ccc2c(C#N)c3ccccn3c2c1 | . | 6% | 23% | -55% | -3% | 0% | -6%
Cc1ccc(/C=C/C(=O)Nc2cc(C)on2)cc1 | 1% | -4% | -2.0% | -8%[46.1 µM] | 6% | -9%[38.3 µM] | -6%
Cc1cc(C)c(C)c(OCCOCCNCc2ccccc2)c1 | ? | -8% | -3.8% | -1% | -4% | 5% | 12%
COc1cccc(OC)c1CN1CCCC(C(=O)c2ccccc2SC)C1 (configuration not stated) | . | 3% | 4.5% | 4% | 3% | 20% | -6%
CCCC(Oc1ccc(Br)cc1)c1nc2c3cc(OC)c(OC)cc3nc(=S)n2[nH]1 (configuration not stated) | . | 3% | 3.8% | -45% | -1% | 8% | .
CN(C)CCNC(=S)Nc1ccc(F)c(F)c1F | -24%[46 µM] | 4% | -0.1% | 14% | 8% | -1% | 3%
O=C(O)/C=C/C(=O)NCc1cn(-c2ccccc2)nc1-c1cccc(Br)c1 | . | -4% | -0.4% | -17% | -1% | 2% | .
CCC(C)(C)C(=O)O | . | -5% | . | . | 8%[21.7 µM] | -6% | .
CCOC(=O)c1ccc(NC(=S)N2CCN(CCNC3=CC(=O)CC(C)(C)C3)CC2)cc1 | . | -3% | -2.1% | 3% | 7% | 16% | 0%
CCOc1ccc(NC(=O)CN(C)CC(=O)Nc2ccccc2C#N)cc1OCC | 3% | 6% | -1.1% | -3%[46.1 µM] | -1% | 11%[38.3 µM] | -5%
COc1cc(/C=N/NC(N)=O)ccc1OC(=O)c1ccc(C)cc1 | 3% | 2% | 1.8% | -7%[46.1 µM] | -2% | 6%[38.3 µM] | -1%
COc1ccccc1C(=O)Nc1ccc(-c2nnc(SCC(=O)O)n2C)cc1 | 0% | -1% | 0.1% | 0%[46.1 µM] | 4% | 15%[38.3 µM] | -3%
COC(=O)Nc1nnc(/C=C/c2ccc(OC)cc2)s1 | -19% | -6% | -2.2% | 21% | 8% | -10% | ?
CC(C)Cn1cnc2c(c1=O)c1nc3ccccc3nc1n2Cc1ccc2c(c1)OCO2 | 5% | -1% | 1.3% | -7%[46.1 µM] | -8% | 21%[38.3 µM] | -2%
COc1cc(Cl)c(C)cc1NC(=O)CNC(C)c1ccccc1OC (configuration not stated) | ? | -1% | 0.0% | -60% | 2% | 15% | 5%
CCOc1ccccc1-n1c(SCC(N)=O)nnc1-c1ccccc1 | ? | 2% | 0.7% | 13%[46.1 µM] | 3% | -20%[38.3 µM] | -5%
COc1ccc(CCNC(=S)NC(=O)c2c(-c3ccccc3Cl)noc2C)cc1OC | . | 4% | -0.1% | 58% | 2% | . | .
COc1ccc(C(=O)OCC(=O)Nc2cc(C)on2)c(OC)c1OC | -5%[46 µM] | 2% | 1.1% | -1% | 2% | -3% | 2%
COC(=O)c1[nH]c2ccc(F)cc2c1NC(=O)CCN1CCN(Cc2ccc3c(c2)OCO3)CC1 | -3% | 10% | 4.3% | 8%[7.67 µM] | -6% | 9%[38.3 µM] | -2%
CCOC(=O)c1cccc(P(C)(C)=O)c1 | -10% | 2% | -1.1% | 1%[46.1 µM] | 3% | . | .
COc1cc(/C=C2\OC(=O)c3c(OC)cccc32)ccc1O | 2% | 0% | -1.4% | -20%[46.1 µM] | 8% | -1%[38.3 µM] | -3%
CN(C)C(N)=NCCC[C@H](N)C(=O)O | ? | 11% | -1.2% | -2%[46.1 µM] | 18% | 3% | -3%
CC(C)(C)NC(=O)CCc1nnc(Cc2c[nH]c3ccccc23)o1 | . | 4% | -1.9% | -16% | 0% | -3% | 0%
CC(C)c1ccc(-c2nnc(N)s2)cc1 | 3% | -7% | -1.8% | 11% | 6% | -1% | -5%

High-throughput results deposited in PubChem by National Center for Advancing Translational Sciences (NCATS).

The list is partial; count on the stated rates, not on these rows.
